C2C12 statin: protects C2C12 myotubes from simvastatin toxicity; rescue of ATP level, % at 7.49 µM; AID 602340; actives 0.78% (n = 330,000); ATP luminescence, 48 h; scaled: DMSO 0, geranylgeraniol control 100;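 active = mean ATP rescue above about 67%, or every replicate alone reaching that limit, limit read from the data, passing the limit was not always enough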;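 note: myotubes were challenged with 10 µM simvastatin during compound exposure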
PglD DTNB: inhibitors of Campylobacter jejuni PglD acetyltransferase; actives 0.098% (n = 360,000); purified PglD enzyme, DTNB colorimetric CoA detection; AID 602405; inhibition, % at 12.5 µM; in the data active = inhibition above about 16%, passing the limit was not always enough; note: strong numbers were not always called active
Active calls of the source: *.

SMILES	C2C12 statin	PglD DTNB
COc1ccccc1N(CCC#N)C(=O)CSc1nc(-c2ccccc2)cn1N	-9	-4
Cc1ccc(/C=C2\SC(=S)N(Cc3ccccc3)C2=O)o1	-5	5
Cn1nnc2cc(C(=O)N3CCCCCC3)ccc21	-4	-6
Nn1c(SCC(=O)N2CCOCC2)nnc1-c1ccc(Cl)cc1Cl	-1	-12
O=P(O)(O)CCP(=O)(c1ccccc1)c1ccccc1	3	2
Cc1cc(S(=O)(=O)Nc2ccc(F)cc2)c(C)s1	-8	-4
Cc1cc(C)cc(OCC(=O)O/N=C(\N)c2ccccn2)c1	4	-1
Cc1ccc(C(=O)CC2(O)C(=O)N(Cc3ccccc3Cl)c3ccccc32)o1 (stereo unspecified)	26	0
COc1ccc(NC(=O)c2cccs2)cc1O	12	4
Cc1sc(NC(=O)c2cc3ccccc3oc2=O)c(C(=O)OC(C)C)c1-c1ccccc1	-4	7
COc1ccc(OCc2cccc(C(=O)N3CCCC3)c2)cc1	-12	0
CCOc1ccc(CN2CCN(Cc3cnc(-c4ccccc4)s3)CC2CCO)cc1 (stereo unspecified)	-2	4
Cc1ccc(CNC(=O)c2ccc3c(=O)n(CCCN4CCCC4=O)c(=S)[nH]c3c2)cc1	-1	5
O=C(NC1CC1)C1C2C3C4CC5C3C5C4C12 (stereo unspecified)	3	0
O=C(CN1C(=O)c2ccccc2C1=O)N1CCN(c2ccccn2)CC1	-19	5
CC(=O)SCCC(=O)Nc1ccccc1	-3	0
CCOc1ccc2oc(C(=O)OCC(=O)NC(=O)NC3CCCC3)c(C)c2c1	-3	3
O=C(O)c1cn(Cc2ccccc2)c2ccccc2c1=O	12	2
Cc1cc(C)c(NC(=O)CCCN2CCN(C)CC2)c(C)c1	-3	0
c1ccc(CN2CCN(c3nc(-c4ccccc4)nc(-n4ccnc4)n3)CC2)cc1	0	-1
O=C(NCc1nnc(SCC(=O)N2CCCCCC2)o1)c1ccco1	-10	5
CCn1c(CCNC(=O)c2cccs2)nnc1SCC(=O)NC1CCCCC1	29	0
COC(=O)COc1ccc(C(=O)OC)cc1	28	3
COc1ccc(S(=O)(=O)NCC2CCC(C(=O)N3CCC4(CC3)OCCO4)CC2)cc1 (stereo unspecified)	-7	3
O=C(NCC1CCCO1)c1csc2c1CCCCC2 (stereo unspecified)	-10	8
Cc1ccc2c(SCC(=O)NCc3ccco3)nc(-c3ccc(F)cc3)nc2c1	-13	9
CCCCN(CCCNC(=O)C1CCN(S(=O)(=O)CC)CC1)c1ccccc1	15	-4
CCCCc1nc(C(N)=O)c2[nH]c(=O)n(-c3ccc(OC)c(OC)c3)c2n1	6	3
COc1ccc(NC(=O)CC(NCCc2ccccc2)C(=O)O)c(OC)c1 (stereo unspecified)	5	2
Cc1occc1-c1nnc(SCC(N)=O)n1Cc1ccccc1	0	0

Individual results from above:
O=C(NCC1CCCO1)c1csc2c1CCCCC2 (stereo unspecified) | PglD DTNB = 8
COc1ccc(S(=O)(=O)NCC2CCC(C(=O)N3CCC4(CC3)OCCO4)CC2)cc1 (stereo unspecified) | C2C12 statin = -7
CCCCc1nc(C(N)=O)c2[nH]c(=O)n(-c3ccc(OC)c(OC)c3)c2n1 | PglD DTNB = 3
CCn1c(CCNC(=O)c2cccs2)nnc1SCC(=O)NC1CCCCC1 | PglD DTNB = 0
O=C(NCc1nnc(SCC(=O)N2CCCCCC2)o1)c1ccco1 | C2C12 statin = -10
CCCCN(CCCNC(=O)C1CCN(S(=O)(=O)CC)CC1)c1ccccc1 | C2C12 statin = 15

The list continues:
SMILES	C2C12 statin	PglD DTNB
COc1ccc(OC)c(N2C(=O)CC(Cc3ccc(Cl)cc3)C2=O)c1 (stereo unspecified)	14	2
CC1(C)Cc2ccccc2-c2nnc(-c3cccc(O)c3)n21	5	5
CN(C(=O)N1CCN(c2ccccn2)CC1)c1ccccc1	7	4
CCCCn1c(SCC(=O)O)nc2ccccc21	9	-3
Nc1nn(S(=O)(=O)c2cccc3nsnc23)cc1-c1ccc(Br)cc1	95*	-5
Cc1noc(C)c1COc1ccc(C(=O)OCC(=O)NC23CC4CC(CC(C4)C2)C3)cc1	-12	0
CCOc1cc(NC(=O)c2ccco2)c(OCC)cc1NC(=O)Cc1ccc(OC)c(OC)c1	-39	-2
COc1ccc(NS(=O)(=O)c2cccc3cccnc23)cc1	-1	0
CC(=O)Nc1ccc(S(=O)(=O)N2CCN(CC(O)COc3ccc4ccccc4c3)CC2)cc1 (stereo unspecified)	-32	4
FC(F)(F)c1cccc(-c2nnc(-c3ccccc3)c(N3CCOCC3)n2)c1	134*	3
C/C=C(\C)C(=O)OC1[C@H](OC(C)=O)C2(CO)C(CC1(C)C)C1=CCC3C4(C)CCC(O[C@@H]5O[C@H](C(=O)O)[C@@H](O[C@@H]6O[C@H](CO)[C@@H](O)[C@H](O)[C@H]6O)[C@H](O)[C@H]5O[C@H]5O[C@H](CO)[C@@H](O)[C@H](O)[C@H]5O)[C@](C)(CO)C4CCC3(C)[C@]1(C)C[C@H]2O (stereo partly specified)	-167	-4
COc1ccccc1CC(=O)Nc1ccc(O)cc1C(=O)O	-7	1
O=C(Nc1ccccc1)NC1(C(=O)NCc2cccs2)CCCCC1	6	6
COc1ccc(Cl)cc1C(=O)NNC(=S)NC(=O)c1ccc(F)c(F)c1	-2	3
Cc1ccc(NC(=O)CS(=O)CC(=O)Nc2cccc(C)c2C)cc1F (stereo unspecified)	-4	-1
CCNCC(=O)N1c2ccccc2CCc2ccc(NC(=O)OCC)cc21	5	2
O=C(O)CCN1C(=O)c2ccc(Oc3ccc4c(c3)C(=O)N(CCC(=O)O)C4=O)cc2C1=O	-5	-3
CC(=O)Nc1c(O)nc(SCC(=O)Nc2c(C)cccc2C)[nH]c1=O	5	-1
CCOC(=O)c1cc(-c2cc3ccccc3o2)nc2c1c(=O)[nH]c(=O)n2CCOC	-10	-7
CC1CC(C)CN(C(=O)COC(=O)CNS(=O)(=O)/C=C/c2ccccc2)C1 (stereo unspecified)	9	-1
O=C(C1Cc2ccccc2CN1S(=O)(=O)c1cccs1)N1CCCCC1 (stereo unspecified)	1	2
Cc1cc(/C=N/n2cnnc2)c(C)n1-c1cccc(Cl)c1	21	-1
CCc1nc2scc(-c3cccs3)c2c(=O)o1	2	5
CC(=O)Nc1ccc(NC(=O)CSc2nnc(C3CC3)n2C)cc1	127*	0
COc1ccc(N(CC(=O)NCCSc2ccccn2)S(C)(=O)=O)cc1Cl	0	3
C=CCNc1ncnc2ccccc12	21	0
Cc1ccc(N2C(=O)c3n[nH]c(C)c3C2c2ccco2)cc1 (stereo unspecified)	-1	-1
Nc1ccc2c(c1)CCC2=O	-8	0
COc1ccc(-c2nnn(CC#N)n2)cc1OC	8	-1
Cc1ccnc(NC(=O)c2cc(-n3cnnc3)ccc2Cl)c1	2	-6
COCCNC(=O)c1cccc(OC2CCN(Cc3ccccc3OCCO)CC2)c1	5	-6
Cn1c(NN)nc2sc3c(c2c1=O)CCC3	3	3
COc1ccccc1CC(=O)NCc1ccc2c(c1)OCO2	1	0
C=CCSc1nnc(-c2cnn(-c3ccccc3)c2-n2cccc2)n1C	12	7
CCCCN(C)CCCNC(=O)CS(=O)Cc1nc(-c2ccc(OC)c(OC)c2)oc1C (stereo unspecified)	19	1
S=C(NCc1ccc(Cl)cc1)NC12CC3CC(CC(C3)C1)C2	-2	-2
O=C(Nc1ccc(F)cc1)C1CCC(N2C(=O)c3ccccc3C2=O)CC1 (stereo unspecified)	-42	-5
Cn1cccc1/C=N/NC(=O)c1cccnc1	7	-5
CSCCC(NC(=O)c1ccccc1)C(=O)OCC(=O)Nc1ccc(C)c(Cl)c1 (stereo unspecified)	9	-5
COc1ccc(S(=O)(=O)N(C)CC(=O)N2CCCCCC2)cc1OC	-3	-21
COc1ccccc1OCc1ccc(C(=O)N2CCN(C(=O)c3ccco3)CC2)cc1	22	5
CSCCC1C(C#N)=C(N)Oc2n[nH]c(-c3cccs3)c21 (stereo unspecified)	13	-7
COc1ccc(CCNC(=O)/C=C/c2ccc(C)cc2)cc1OC	3	-2
O=C(NCCCCNC(=O)c1c(F)c(F)c(F)c(F)c1F)c1c(F)c(F)c(F)c(F)c1F	-2	2
Cc1cc(N2CCN(c3ccccc3)CC2)nc(-n2nc(C)cc2C)n1	-15	2
Fc1ccccc1NC(=S)N/N=C/c1ccccc1Br	-3	3
O=[N+]([O-])c1cc(C(F)(F)F)cc([N+](=O)[O-])c1NN=C1CCCCC1	-2	2
CCOc1cc(CNCCCN2CCOCC2)cc(Br)c1OCC(=O)Nc1cccc(C(F)(F)F)c1	40	-5
Cc1ccc(CNc2ncnc3cc(Cl)ccc23)o1	18	4
CCN(CC)S(=O)(=O)c1cc([N+](=O)[O-])ccc1NNC(=O)Nc1ccccc1OC	-1	-4

New compounds follow
SMILES	C2C12 statin	PglD DTNB
COc1ccc(-c2cc(C(F)(F)F)n3nc(C(=O)N4CCCCC4)cc3n2)cc1	6	3
COn1c(SCc2ccc(Cl)cc2)nc2ccccc2c1=O	8	12
CCc1ccc(C2C(C(=O)O)c3ccccc3C(=O)N2C)cc1 (stereo unspecified)	-3	2
CN(C)c1ccc(C2OC(=O)C3(CCCC3)C(=O)C2(C)C)cc1 (stereo unspecified)	-9	1
Cc1cccc(-c2cc(C(=O)Nc3sc(C)c(C)c3C(N)=O)c3ccccc3n2)c1	52	2
Cc1nn(C)c(C(=O)NNC(=S)Nc2ccc(Cl)cc2)c1[N+](=O)[O-]	13	-2
O=C(NC1CCCCCC1)c1cccs1	-6	1
Cc1ccc(NC(=O)CSc2nc(=O)cc(N)n2-c2ccccc2)cc1	-2	0
COc1cccc(C=Nc2ccccc2C(=O)Nc2nccs2)c1OC	8	-9
CCCOc1cc(CC(=O)NCc2ccco2)ccc1OC	5	2

Another view of part of the listing above.
| SMILES | C2C12 statin | PglD DTNB |
| --- | --- | --- |
| COc1cccc(C=Nc2ccccc2C(=O)Nc2nccs2)c1OC | 8 | -9 |
| CCCOc1cc(CC(=O)NCc2ccco2)ccc1OC | 5 | 2 |

(cont.)
SMILES	C2C12 statin	PglD DTNB
COc1ccc(OC)c(NC(=O)C2CCN(Cc3cnn(-c4ccccc4)c3-n3cccc3)CC2)c1	-20	2
Cc1onc(-c2c(F)cccc2Cl)c1C(=O)Nc1c(C)n(C)n(-c2ccccc2)c1=O	2	1
O=CN(/C=C1\Sc2ccccc2C1=O)Cc1ccccc1	6	-5
CCN(CC)CCCNC(=O)Cn1nc(-c2ccccc2)ccc1=O	-6	-3
N#Cc1cc(N)ccc1Sc1ccc(Cl)cc1	35	-6
COc1ccc(NC(=S)NCCc2c[nH]c3ccc(OC)cc23)c(OC)c1	-28	-3
CCC(C(=O)NC(C)CCc1ccccc1)n1nc(C)n2c(cc3occc32)c1=O (stereo unspecified)	36	7
NC(=O)C1CCN(C(=O)c2ccco2)CC1	-1	0
CNC(=O)CN(C1CCCCC1)S(=O)(=O)c1ccc(OC)c(Cl)c1	36	2
CCCCN(C(=O)CNC(=O)c1ccco1)C(C(=O)NC1CCCC1)c1ccc(OC)cc1 (stereo unspecified)	14	0

Whole records as entered above. Values in the order: C2C12 statin	PglD DTNB
`CNC(=O)CN(C1CCCCC1)S(=O)(=O)c1ccc(OC)c(Cl)c1` across the screens: 36	2
`NC(=O)C1CCN(C(=O)c2ccco2)CC1` across the screens: -1	0
`COc1ccc(NC(=S)NCCc2c[nH]c3ccc(OC)cc23)c(OC)c1` across the screens: -28	-3
`Cc1onc(-c2c(F)cccc2Cl)c1C(=O)Nc1c(C)n(C)n(-c2ccccc2)c1=O` across the screens: 2	1
`CCC(C(=O)NC(C)CCc1ccccc1)n1nc(C)n2c(cc3occc32)c1=O` (stereo unspecified) across the screens: 36	7

Continued.
SMILES	C2C12 statin	PglD DTNB
CC(C)(C)c1cc(CN2CCN(CCO)CC2)cc(C(C)(C)C)c1O	-4	-5
CC(C)OC(=O)CSc1nnc(-c2cnccn2)n1-c1ccccc1	-4	-4
O=S(=O)(NC1CC1)c1ccc(S(=O)(=O)N2CCCC3(CCCCC3)C2)cc1	-6	2
O=C1CC(c2ccccc2)n2ncnc2N1 (stereo unspecified)	12	-2
CCOc1cccc2c1OC1(C)CC2NC(=O)N1c1cccc(F)c1 (stereo unspecified)	-3	2
CCC(C)NC(=O)C1CCN(c2nc(C)cc(C)n2)CC1 (stereo unspecified)	0	-3
CCN(CC)CCCn1c(C)cc2c(c1=O)C(c1cccc(Cl)c1)C(C#N)=C(N)O2 (stereo unspecified)	-5	3
COc1nc(N(C)C)nc(N(OC)S(=O)(=O)c2ccccc2Cl)n1	2	-1
O=C(CCN1CCOCC1)Nc1cccc(Br)c1	6	-9
CCOc1cc2[nH]c(=S)n(CCCCC(=O)NCc3ccco3)c(=O)c2cc1OCC	-13	2
Cc1cc(CCC(=O)O)c(C)cc1CCC(=O)O	19	0
CCOc1ccc(C(=O)Nc2cccc(-c3nc4cccnc4o3)c2)cc1Cl	-4	0
CCN(CC)S(=O)(=O)c1ccc2oc(C(=O)NCC3COc4ccccc4O3)c(C)c2c1 (stereo unspecified)	-23	-4
CCCCC1CCC(C(=O)NC2CCS(=O)(=O)C2)CC1 (stereo unspecified)	0	-3
CS(=O)(=O)N(CC(=O)NCc1ccc(Cl)cc1)C1CCCCC1	5	4
CCOc1ccccc1C(=O)Nc1cccc(-c2nnc(-c3ccccc3)o2)c1	-68	-3
COc1cccc(OC)c1C(=O)Nc1ccc(N2CCCCC2)cc1	6	3
CCC(C)n1c(S(=O)(=O)O)nc2ccccc21 (stereo unspecified)	9	-2
COc1ccc(C2N=C(Nc3ccc(C)cc3)Nc3nc(C)cc(=O)n32)cc1 (stereo unspecified)	5	0
COc1ccc(NC(=O)CSc2nnc(-c3cccnc3)o2)cc1	-7	-4
CC(=O)NC(C)c1ccc(Cl)c(Cl)c1 (stereo unspecified)	5	0
O=C(Cc1ccccc1)Nc1ccc(N2CCOCC2)cc1N1CCOCC1	4	-2
COC(=O)c1cc(NC(=O)C2CC=CCC2C(=O)O)cc(C(=O)OC)c1 (stereo unspecified)	11	-2
O=C1CC(N2CCN(c3ccccc3F)CC2)C(=O)N1c1ccc2c(c1)OCCO2 (stereo unspecified)	1	4

Some of the compounds tested; rates above refer to the full screens.
